# Compound activity (PubChem)
# ELG1 repair inh – blocks ELG1-dependent DNA repair in HEK293T cells. Potency, µM (top dose mostly 46.1 µM), for inactives: at the highest dose activity change, negative = inhibition, actives largely listed as inhibitors. 2.3% of 330,000 active. HEK293T ELG1-luciferase reporter, luminescence, 16 h; DNA damage induced by 5-fluorouridine; also: potency is read from the fitted curve at half-maximal effect; % is scaled to controls: 0 for no effect and ±100 for the full control effect; nearly all actives have a fitted effect of over 55% in size
#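 Overnight (16 hr) co-exposure of 2,000 cells/well to 5-fluorouridine and compound at 37 °C preceded detection. Luciferase was quantified via ONE-Glo luminescence; loss of signal denotes inhibition.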
# Mito fusion act – blocks mitochondrial division or promotes mitochondrial fusion; S. cerevisiae fusion-defective mutant growth rescue, CellTiterGlo 48 h; Potency, µM (series often up to 46.1 µM), for the others: top-dose growth rescue (activation), actives largely listed as activators; 0.23% of 320,000 active;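 also: potency is read from the fitted curve at half-maximal effect; % of control where 0% means no effect; nearly all actives have a fitted effect of over 45% in size; temperature-sensitive fusion mutants such as fzo1-1 at 37 °C on non-fermentable ethanol glycerol medium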
#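 Growth-rescue viability read-out: after 48 h at the non-permissive 37C in glycerol/ethanol YPEG, yeast mitochondrial fusion mutants are measured by CellTiterGlo luminescence; compounds (23 nl pinned per well) restoring growth score as division inhibitors or fusion activators.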
# TSG101-PTAP inh – blocks PTAP/TSG101 interaction to inhibit HIV-1 budding. Fluorescence polarization, FITC-PTAP peptide / Tsg101 binding. Q99816. Potency, µM (series often up to 115 µM), for inactives: at the highest dose activity change, negative = inhibition, usual class: inhibitors. AID 493005. 340,000 tested, under 10 active; active = well fitted inhibition curve with a large enough effect in the main read-out, with a control signal flat, not every such curve was filed as active; inconclusive = small, poorly fitted or top-dose-only effect, or effect the other way, or a change in a side signal; inactive = no such curve, though single readings can be large or run the other way; also: potency is read from the fitted curve at half-maximal effect; % of control where 0% means no effect
#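 Fluorescence polarization binding of Tsg101 binding domain (10 uM final) to FITC-labeled PTAP peptide (50 nM final) in HEPES pH 7.5 buffer with NaCl, Tween 20, EDTA, TCEP. Compounds added before peptide; binding 20 min at RT.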
# a7 integrin act – integrin-mediated muscular dystrophy alleviation activation; alpha7betagal myoblasts, beta-gal FDG fluorescence, 48 h; Potency, µM (doses to about 38.3 µM), for the others: at the highest dose activation, usual class: activators; 0.064% of 350,000 active; AID 624291;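 also: potency is read from the fitted curve at half-maximal effect; 100% = response of the positive control SU9516; nearly all actives have a fitted effect of over 60% in size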
#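 alpha7betagal+/- myoblasts (passage 13, 250/well) treated 48 h at 37C with compounds at 1:260 dilution of DMSO stock. Lysed, then beta-galactosidase activity read as FDG fluorescence (ex 480/em 540) after 30 min, with pre-read for autofluorescence.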
# Eya2 inh – inhibitors of human Eya2 phosphatase activity | O00167 | recombinant Eya2, OMFP fluorescence dephosphorylation (OMFP is methylfluorescein phosphate) | Potency, µM (doses to about 76.9 µM), for the others: top-dose activity, negative = inhibition, most hits filed as inhibitors | 0.006% of 330,000 active; also: potency is read from the fitted curve at half-maximal effect; % is scaled to controls: 0 for no effect and ±100 for the full control effect
#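 Eya2 (0.2 uM) preincubated 10 min at ambient with compound, then OMFP substrate added at 50 uM; 10 min reaction in 50 mM HEPES pH 7.5, 50 mM NaCl, 5 uM MgCl2, 0.05% BSA, 1 mM DTT. Fluorescence read at Ex 485/Em 525 nm.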
# S-ASM inh – human S-ASM enzyme inhibition; P17405; 0.006% of 340,000 active; Potency, µM (titrated, usually from 57.5 µM), for inactives: top-dose activity change, negative = inhibition, most hits filed as inhibitors; placental ASM, HMU-PC fluorogenic substrate, 60 min; also: potency is read from the fitted curve at half-maximal effect
# Target sequence (P17405 47-631 limits assumed): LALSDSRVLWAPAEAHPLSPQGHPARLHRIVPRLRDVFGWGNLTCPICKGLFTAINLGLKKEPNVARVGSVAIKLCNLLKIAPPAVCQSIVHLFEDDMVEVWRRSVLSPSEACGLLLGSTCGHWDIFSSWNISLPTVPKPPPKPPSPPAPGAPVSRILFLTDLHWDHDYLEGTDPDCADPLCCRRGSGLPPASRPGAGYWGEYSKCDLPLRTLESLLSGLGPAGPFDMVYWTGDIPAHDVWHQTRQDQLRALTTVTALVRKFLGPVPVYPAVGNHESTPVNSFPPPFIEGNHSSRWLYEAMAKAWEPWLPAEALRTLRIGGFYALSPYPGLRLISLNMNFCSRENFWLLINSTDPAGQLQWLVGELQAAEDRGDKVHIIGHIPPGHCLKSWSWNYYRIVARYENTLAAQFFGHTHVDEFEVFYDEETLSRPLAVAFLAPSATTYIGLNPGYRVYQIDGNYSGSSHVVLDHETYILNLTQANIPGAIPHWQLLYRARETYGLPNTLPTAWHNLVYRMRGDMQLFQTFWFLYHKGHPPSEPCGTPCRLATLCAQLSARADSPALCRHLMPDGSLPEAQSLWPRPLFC
#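 Fluorogenic HMU-PC substrate (9 uM final) is turned over by placental ASM in 60 min at 37 C after a 10 min compound preincubation. Reaction ended by alkaline stop (pH 10), with fluorescence read at 386/447 nm.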
# TCR act – T cell receptor activation. AID 504894. Potency, µM (top dose mostly 9.22 µM), without a hit: top-dose activation of IL-2 secretion, most hits filed as activators. 330,000 tested, under 10 active. primary human leukocytes, anti-CD3, IL-2 HTRF, 48 h; also: % of control where 0% means no effect
#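 Primary human leukocytes incubated 48 hr with anti-CD3 beads plus compound, without co-stimulation. Secreted IL-2 measured by HTRF (europium cryptate/d2 anti-IL-2 pair, 320 nm excitation, 665 nm emission).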
# Tb PFK inh – blocks T. brucei phosphofructokinase. 0.17% of 330,000 active. Potency, µM (titrated, usually from 57.5 µM), inactives show at the top dose activity, negative = inhibition, usual class: inhibitors. O15648. AID 485367. T. brucei PFK, ADP-Glo luminescence;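 also: potency is read from the fitted curve at half-maximal effect; 0% = uninhibited 1x PFK enzyme wells and -100% = no-enzyme wells; nearly all actives have a fitted effect of over 60% in size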
# Target sequence (O15648 whole entry, looked up): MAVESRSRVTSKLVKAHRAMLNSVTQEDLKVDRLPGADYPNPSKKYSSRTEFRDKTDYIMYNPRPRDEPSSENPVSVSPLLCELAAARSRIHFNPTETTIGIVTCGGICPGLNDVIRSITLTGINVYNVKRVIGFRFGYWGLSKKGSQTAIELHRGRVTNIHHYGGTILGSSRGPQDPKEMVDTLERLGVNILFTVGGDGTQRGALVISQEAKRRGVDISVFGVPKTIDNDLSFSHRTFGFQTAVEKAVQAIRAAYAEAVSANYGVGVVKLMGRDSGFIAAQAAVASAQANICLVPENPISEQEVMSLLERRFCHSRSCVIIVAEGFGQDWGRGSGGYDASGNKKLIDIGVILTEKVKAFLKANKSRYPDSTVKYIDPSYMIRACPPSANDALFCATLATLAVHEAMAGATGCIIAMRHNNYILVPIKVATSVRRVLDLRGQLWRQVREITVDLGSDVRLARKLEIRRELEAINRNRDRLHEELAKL
#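 In TEA buffer at pH 8.0 with 5 mM MgCl2, enzyme (1.25 nM) converted F6P (0.5 mM) and ATP (0.1 mM) for 45 min at room temperature. ADP product was read by luciferase luminescence.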
# TSHR antag – blocks TSH signaling through the human TSH receptor | AID 504810 | 0.2% of 330,000 active | activity change, negative = inhibition, % at 11.5 µM | TSHR-expressing cells, TSH-stimulated cAMP HTRF, 2 h; active compounds read low;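 active = activity change below a set negative limit, meaning inhibition stronger than a set level, cut at about -70% in these data; inconclusive = activity change between two set negative limits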; also: % is scaled to controls: 0 for no effect and ±100 for the full control effect
#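 Inhibition of cAMP made by TSHR-expressing cells under TSH stimulation (4nM final, EC80; 2 h, 37 deg C) is quantified with a one-step lysis HTRF kit, anti-cAMP cryptate versus cAMP-d2.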
# A-T KAP1 phos – potential ataxia-telangiectasia treatment. […] A-T fibroblasts, KAP-1 phosphorylation AlphaLISA; neocarzinostatin DNA damage 30 min before lysis. Potency, µM (titrated, usually from 57.5 µM), for the others: at the top dose activation, most hits filed as activators. 0.19% of 320,000 active. AID 485349; also: potency is read from the fitted curve at half-maximal effect; % of control where 0% means no effect; nearly all actives have a fitted effect of over 45% in size
#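 ATM-like activity read as KAP-1 phosphorylation via AlphaLISA donor/acceptor antibody pairs after lysis and 6 hr at 25C. Cells were ATM-null patient fibroblasts ([…], hTERT), dosed 60 min, then exposed to the DSB inducer NCS for 30 min.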
# Chronic BCR inh – chronic active BCR signaling inhibition | ABC-DLBCL IkBa-CBG/CBR reporter, luminescence ratio, 4 h | Potency, µM (titrated, usually from 46.1 µM), for the others: at the highest dose ratio change, negative = lower green/red ratio, most hits filed as inhibitors | 0.05% of 340,000 active | AID 493014; active = well fitted inhibition curve with a large enough effect in the signal ratio, with a control signal flat, not every such curve was filed as active; inconclusive = small, poorly fitted or top-dose-only effect, or effect the other way, or a change in a side signal; the % refers to the signal ratio;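 also: potency is read from the fitted curve at half-maximal effect; plate controls were basal doxycycline-induced cells for no effect and cells given 10 µM MG132 for full effect; MG132 reads +100%, hits lower the ratio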
#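 TMD8 human ABC-DLBCL cells with doxycycline-inducible IκBα–green luciferase fusion and unfused red luciferase, in 0.5% FBS medium; compounds up to 46 uM, 4 h at 37C. Green/red luminescence ratio, filter-overlap corrected, fitted to concentration-response curves.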
# * marks the source's active call; other numbers are inactive results; i = inactive; ? = inconclusive; . = not tested or not shown; [ ] = dose if it differs, or a comment. Unless noted, calls follow the shape of the dose curve; as a rule, active = well fitted curve in the direction sought with a large enough effect; inconclusive = small, poorly fitted or top-dose-only effect, or another doubt; inactive = no such curve, though single readings can be large; an effect the other way counts as inactive or inconclusive.
SMILES,ELG1 repair inh,Mito fusion act,TSG101-PTAP inh,a7 integrin act,Eya2 inh,S-ASM inh,TCR act,Tb PFK inh,TSHR antag,A-T KAP1 phos,Chronic BCR inh
CN(C(=O)CNC(=O)c1ccc(Br)o1)C1CCCCC1,?,1%,-1%,15%,5%,-1%,-9%,-2%,-6,1%,-1%
Cc1ccc(C)c(OCCCCn2cnc3ccccc3c2=O)c1,?,11%,-6%,-11%,-3%,-3%,5%,0%,18,?,-1%
Clc1cccc(Cl)c1-c1nnc2cccc(Cl)n12,-12%,5%,-8%,11%,-6%,5%,-5%[46.1 µM],-3%,-9,-1%,1%
CCCCc1nnc(NC(=O)C(=O)OCC)s1,11%,7%,0%,4%,7%,0%,-6%,0%,-1,3%,3%
COc1ccc(/C=N/Nc2nc(N3CCCC3)nc(N3CCCC3)n2)c(OC)c1OC,?,-8%,-1%,-1%,-3%,1%,2%[46.1 µM],-2%,-2,2%,2%
COc1ccc(-c2c(C)oc3c(CN4CCCCC4C)c(O)ccc3c2=O)cc1 (centres undefined),8%,23%,-2%,9%,-5%,198%[activator],1%,3%,0,13%,0%
COc1ccc(CNC(=O)c2cc(=O)c3ccc(C)c(C)c3o2)cc1,?,27%,-1%,38%,-4%,-7%,-5%,-3%,7,-4%,0%
CC(=O)N1CCc2cc(S(=O)(=O)NCCC(=O)NCCc3ccc(C)cc3)ccc21,?,2%,-4%,-44%,-15%,1%,1%,-2%,-10,8%,?
COc1ccc(-n2cc(CNC(C)c3ccncn3)c(-c3cccc(F)c3)n2)cc1 (centres undefined),3%,0%,2%,15%,11%,6%,-4%,-14%,-1,2%,0%
COCCn1c(SCC(=O)N2CCCC(C)C2)nnc1-c1ccco1 (centres undefined),4%,1%,-3%,8%,-12%,1%,-7%,1%,2,-12%,3%
N#Cc1c2n(c3c(=O)n(Cc4ccc(Cl)cc4)cnc13)CCCCC2,?,11%,-9%,-10%,6%,?,0%,-11%,-7,-2%,?
O=C(N/N=C/c1ccc([N+](=O)[O-])cc1)c1ccc(COc2ccccc2-c2ccccc2)cc1,-6%,-9%,-2%,5%,-10%,-5%,1%,2%,-4,-4%,3%
CCC(C)NC(=O)C1CCC(CNS(=O)(=O)c2ccc3c(c2)CC(C)N3C(C)=O)CC1 (centres undefined),2%,2%,-3%,?,4%,13%,-9%,0%,0,2%,0%
Cc1cc2c3c(c1C)C1(C(=O)N3C(C)(C)CC2C)C(C#N)=C(N)Oc2n[nH]c(C)c21 (centres undefined),-13%,-5%,-12%,-12%[7.66 µM],-4%,1%,.,-4%,-2,3%,-2%
O=C(Cc1cccc2ccccc12)N/N=C/c1ccncc1,0%,0%,-3%,-22%,-2%,-1%,1%,-9%,9,-3%[11.5 µM],-9%
O=[N+]([O-])c1ccc(N2CCN(C(=S)Nc3ccccc3)CC2)cc1,6%,-11%,-4%,6%,-4%,-2%,11%,-13%,-1,5%,-11%
Cc1ccccc1Cn1ccc(-c2ccc3c(c2)OCO3)n1,?,-3%,-4%,-19%,-6%,-1%,0%,-1%,-2,13%,0%
COc1ccc(NC(=O)CCNC(=O)Cn2cnc3ccccc3c2=O)c(OC)c1,1%,-4%,-4%,13%,3%,2%,2%,-5%,2,-10%,-12%
O=C(Nc1ccc(N2CCOCC2)cc1)c1ccc(Cl)nc1,?,-1%,-5%,15%,2%,2%,0%,-17%,-3,2%,7%
COc1ccccc1C(=O)COC(=O)CSCC(=O)Nc1cc(C)on1,?,6%,-3%,0%,11%,0%,0%,-3%,43,.,1%
N/C(=N\OC(=O)Cc1ccccc1[N+](=O)[O-])c1ccncc1,-2%,-4%,-1%,-11%,5%,3%,-2%[46.1 µM],1%,2,0%,?
O=C(NC1CCCCC1)c1ccc(-c2ccccc2F)o1,?,.,0%,0%,-16%,-2%,-4%[46.1 µM],2%,-20,10%,?
CCn1c(SCC(=O)Nc2ccc3c(c2)OCO3)nnc1-c1cnccn1,-4%,1%,-8%,3%,-9%,2%,-3%[46.1 µM],-2%,-2,-4%,2%
Cc1ccc(NC(=S)NCCc2ccc(S(N)(=O)=O)cc2)cc1C,-14%,1%,-1%,-24%,-3%,2%,4%[46.1 µM],1%,26,6%,-1%
COc1ccc(NC(=O)c2ccc3c(c2)C(=O)N(Cc2ccncc2)C3=O)cc1S(N)(=O)=O,20%,.,0%,13%,-11%,1%,0%,1%,-6,-4%,?

# Going on with the list.
SMILES,ELG1 repair inh,Mito fusion act,TSG101-PTAP inh,a7 integrin act,Eya2 inh,S-ASM inh,TCR act,Tb PFK inh,TSHR antag,A-T KAP1 phos,Chronic BCR inh
CN(/N=C/c1ccc([N+](=O)[O-])o1)c1ccccc1,?,-4%,1%,15%,-3%,-10%,1%,?,-4,.,?
CCCCOc1cccc(C(=O)NC(=S)Nc2cccc(C(F)(F)F)c2)c1,7%,-1%,-4%,19%,-3%,-7%,2%[46.1 µM],-1%,-11,6%,-9%
O=C(COc1ccccc1)NCC(=O)Nc1cccc(S(=O)(=O)NC2=NCCC2)c1,13%,3%,0%,20%,-7%,3%,-1%,0%,4,-1%,-9%
N#C/C(=C\c1ccccc1Br)C(=O)NC1CC1,-4%,-2%,-2%,20%,1%,-3%,4%,1%,10,13%,5%
Cc1cc(C)n(CCc2nc(-c3ccc(-c4ccccc4)cc3)cs2)n1,?,-1%,-6%,17%,0%,-5%,9%[46.1 µM],0%,-14,9%,?
O=C(O)c1ccc(NC(=S)NC(NC(=O)c2ccco2)C(Cl)(Cl)Cl)cc1 (centres undefined),1%,1%,2%,-30%,1%,3%,1%,1%,-17,.,?
COc1ccc(S(=O)(=O)N(C)CC(=O)Nc2cccc(C(C)=O)c2)cc1C,.,-2%,-4%,-7%,.,4%,-2%,.,.,.,.
CCc1nonc1NC(=O)COc1ccc(Cl)c(C)c1,17%,9%,-6%,?,-1%,0%,4%,-5%,6,7%,6%
COc1ccccc1-c1c(C#N)c(N)nc2c1CCc1ccccc1-2,6%,?,-2%,23%,-15%,i,4%[46.1 µM],4%,-11,22µM*,?
O=C(NCc1cn(-c2ccccc2)nc1-c1ccccc1)c1ccc([N+](=O)[O-])cc1,?,2%,-4%,-20%,1%,-5%,-4%[46.1 µM],8%,-10,-3%,-2%
Cn1cc(S(=O)(=O)Cc2ccc(F)cc2)c2ccccc21,?,2%,-1%,13%,14%,-6%,2%,-3%,24,13%,-3%
Cc1ccc(NC(=O)CSc2nnc(-c3cccnc3)n2CCN2CCCCC2)cc1,-2%,-2%,-3%,-5%,-18%,9%,1%[46.1 µM],-3%,14,11%,0%
CC(C)(C)NC(=O)CN(C(=O)CS(=O)CC(=O)Nc1ccc(F)cc1)c1cccc(F)c1 (centres undefined),15%,1%,-8%,-16%,-1%,4%,-4%,9%,0,3%[11.5 µM],-1%
Cc1cc(C)n2nc(CC(=O)NC3CCCC(C)C3C)nc2n1 (centres undefined),9%,1%,-6%,10%,8%,7%,0%,15%,9,-3%,0%
CN(c1ccccc1)S(=O)(=O)c1cccc(NC(=O)Cc2c(F)cccc2Cl)c1,?,?,0%,-26%,-1%,-1%,7%[46.1 µM],-6%,-14,12%,?
CCOC(=O)C1=C(c2ccccc2)NC(=O)NC1c1ccc(OC)cc1 (centres undefined),9%,4%,-6%,0%,-10%,0%,7%,2%,-3,0%,-1%
COc1ccccc1CN1CCN(Cc2nc(-c3ccc(C)cc3)oc2C)CC1,-1%,-8%,-1%,-14%,-26%,0%,-2%,0%,5,-2%,1%
O=c1nc2s/c(=C\c3ccc(-c4ccccc4[N+](=O)[O-])o3)c(=O)n2nc1-c1ccccc1,12%,0%,3%,19%,5%,1%,12%[46.1 µM],-5%,-16,4%,1%
